Bioassay records deposited in PubChem by National Center for Advancing Translational Sciences (NCATS).
WRN helicase inh: qHTS for Inhibitors of WRN Helicase; Potency, µM (highest dose often 114 µM), without a hit: top-dose activity change, negative = inhibition, hits mostly inhibitors; Bifunctional 3'-5' exonuclease/ATP-dependent helicase WRN (Homo sapiens), Q14191; WRN helicase unwinding, fluorescent forked duplex, kinetic; AID 651768, 2012; 0.46% of 360,000 active; also: potency is read from the fitted curve at half-maximal effect; % is scaled to controls: 0 for no effect and ±100 for the full control effect; nearly all actives have a fitted effect of over 55% in size
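Primary qHTS, 1536-well format. 20 nM WRN + compound, 15 min RT; start with 100 nM forked fluorophore/quencher duplex, 2 mM ATP (final); kinetic read ex 525/em 598 nm.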
EPAC1 agonist: qHTS for Agonist of cAMP-regulated guanine nucleotide exchange factor 3 (EPAC1): primary screen; Potency, µM (top dose mostly 154 µM), for inactives: at the highest dose activation, usual class: activators; EPAC1 agonist qHTS, biochemical assay; response scale: 100% = response to 6.5 mM cAMP; Rap guanine nucleotide exchange factor 3 (Homo sapiens), O95398; 0.073% of 360,000 active; also: potency is read from the fitted curve at half-maximal effect; nearly all actives have a fitted effect of over 60% in size
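Multi-concentration qHTS readout: loss of Rap1B-bound BODIPY-GDP fluorescence driven by 100 nM EPAC1 with excess GDP (50 uM), monitored kinetically at room temperature; agonist response expressed relative to 6.5 mM cAMP.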
EPAC2 antagonist: qHTS for Antagonist of cAMP-regulated guanine nucleotide exchange factor 2 (EPAC2): primary screen. Rap guanine nucleotide exchange factor 4 (Homo sapiens), Q8WZA2. EPAC2 GEF exchange of Rap1B-BODIPY-GDP, fluorescence. Potency, µM (top dose mostly 114 µM), for the others: at the top dose activity, negative = inhibition, hits mostly inhibitors. 0.18% of 360,000 active. AID 720708, 2013; also: potency is read from the fitted curve at half-maximal effect; % is scaled to controls: 0 for no effect and ±100 for the full control effect; nearly all actives have a fitted effect of over 45% in size; many of its hits are not listed in these tables
CCT modulator: High-Throughput Screening for Modulators of Cytosolic Chaperonin Activity; 0.3% of 360,000 active; purified chaperonin ATPase assay, HTRF ADP detection, 30 min; activity change, % (test concentration not listed), hits read low; in the data active = activity change below about -30%; also: % is scaled to controls: 0 for no effect and ±100 for the full control effect
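TRiC (40 or 20 nM final, by batch activity) in 30 mM Tris pH 7.4, 100 mM KCl, 5 mM MgCl2, 1 mM DTT was treated with compound at 76 uM single dose, then 10 uM ATP, 30 min at 37 °C. ADP was read by HTRF Transcreener.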
MmCpn inh: Inhibitors of TCP-1 ring complex (TRiC) of Methanococcus maripaludis (MmCpn): qHTS; Chaperonin Mm-Cpn (Methanococcus maripaludis); purified Mm-Cpn ATPase, ADP Transcreener TR-FRET; Potency, µM (series often up to 76.9 µM), inactives show at the top dose activity, negative = inhibition, actives largely listed as inhibitors; 0.031% of 330,000 active; AID 504842, 2011; also: potency is read from the fitted curve at half-maximal effect; % is scaled to controls: 0 for no effect and ±100 for the full control effect; nearly all actives have a fitted effect of over 80% in size
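Quantitative HTS used 25 nM Mm-CPN and 10 uM ATP in magnesium/KCl Tris buffer, pH 7.4, with 1 mM DTT. Hydrolysis ran 30 min at 37°C; ADP was read by HTRF.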
EPAC1 antag: qHTS for Antagonist of cAMP-regulated guanine nucleotide exchange factor 3 (EPAC1): primary screen | Rap guanine nucleotide exchange factor 3 (Homo sapiens), O95398 | EPAC1 GEF assay, Rap1b-BODIPY-GDP exchange fluorescence | Potency, µM (series often up to 115 µM), inactives show at the top dose activity change, negative = inhibition, usual class: inhibitors | 0.14% of 360,000 active;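 also: potency is read from the fitted curve at half-maximal effect; plate controls were vehicle for no effect and positive control for full effect; nearly all actives have a fitted effect of over 50% in size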
PI5P4Ka inh: qHTS for Inhibitors of phosphatidylinositol 5-phosphate 4-kinase (PI5P4K) | 1.2% of 330,000 active | Phosphatidylinositol 5-phosphate 4-kinase type-2 alpha (Homo sapiens), P48426 | AID 652105, 2013 | PI5P4Kalpha enzyme, ADP-Glo luminescence, 60 min; stronger effect = lower value | max response, %; active = max response of -50% or lower; inconclusive = between -30% and -50%; inactive = -30% or higher; also: value at the top dose of about 77 µM; % is scaled to controls: 0 for no effect and ±100 for the full control effect
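Single end-point luminescence (ADP-Glo) quantified ADP from PI5P4Kalpha turnover; ATP 5 microM final, 1 h at RT, 0.1% CHAPS and 0.28 mM EGTA in HEPES pH 7.4.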
PLK1 PBD inh: qHTS for Inhibitors of PLK1-PDB (polo-like kinase 1 - polo-box domain): Primary Screen | Plk1 PBD binding of FITC phosphopeptide, fluorescence polarization | Potency, µM, for inactives: max response, negative = inhibition, most hits filed as inhibitors | AID 720504, 2013 | 2.8% of 360,000 active; also: potency is read from the fitted curve at half-maximal effect; series mostly up to about 57 µM; % is scaled to controls: 0 for no effect and ±100 for the full control effect; nearly all actives have a fitted effect of over 65% in size
Target sequence (P53350 whole entry, looked up, the tested form may be a part): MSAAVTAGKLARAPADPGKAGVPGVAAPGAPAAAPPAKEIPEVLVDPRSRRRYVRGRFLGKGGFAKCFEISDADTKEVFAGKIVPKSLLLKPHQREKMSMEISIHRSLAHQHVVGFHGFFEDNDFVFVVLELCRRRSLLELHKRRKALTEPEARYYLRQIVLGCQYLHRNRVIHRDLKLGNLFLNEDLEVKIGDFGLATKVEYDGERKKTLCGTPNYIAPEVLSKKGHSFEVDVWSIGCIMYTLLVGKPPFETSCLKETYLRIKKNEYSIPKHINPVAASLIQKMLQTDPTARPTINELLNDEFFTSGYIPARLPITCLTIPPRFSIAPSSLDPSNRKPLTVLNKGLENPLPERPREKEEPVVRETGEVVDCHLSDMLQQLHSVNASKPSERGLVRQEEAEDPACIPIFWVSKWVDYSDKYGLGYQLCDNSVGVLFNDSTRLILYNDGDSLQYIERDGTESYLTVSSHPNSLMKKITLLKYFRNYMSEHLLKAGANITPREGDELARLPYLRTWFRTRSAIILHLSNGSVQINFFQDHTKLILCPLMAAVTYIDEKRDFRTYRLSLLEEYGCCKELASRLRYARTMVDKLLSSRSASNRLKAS
* hit, by the source's call; ? = inconclusive; · = no result given; [ ] = dose if it differs, or a comment. Unless noted, calls follow the shape of the dose curve; as a rule, active = well fitted curve in the direction sought with a large enough effect; inconclusive = small, poorly fitted or top-dose-only effect, or another doubt; inactive = no such curve, though single readings can be large; an effect the other way counts as inactive or inconclusive.

| no. | molecule | EPAC1 agonist | PI5P4Ka inh | MmCpn inh | EPAC1 antag | CCT modulator | EPAC2 antagonist | WRN helicase inh | PLK1 PBD inh |
| --- | --- | --- | --- | --- | --- | --- | --- | --- | --- |
| 1 | CC1(C)CC(=O)C=C(NCc2cccnc2)C1 | 0% | 9 | -1% | 0% | -2.7 | 3% | 10% | -7% |
| 2 | O=C(NCc1cccnc1)C(=O)NCC1OCCCN1S(=O)(=O)c1ccccc1 (stereo not drawn) | 3% | 6 | -1% | 1% | 1.3 | 6% | 6% | -7% |
| 3 | COc1cc(CNc2ccc(C)c(C)c2)cc(OC)c1OC | 13% | · | -4%[15.4 µM] | -17% | -3.8 | -3% | 1% | -6% |
| 4 | Cc1ccccc1-c1nc(CN2CCC(C(=O)NCCC3=CCCCC3)CC2)c(C)o1 | -5% | 2 | 2% | -5% | -2.0 | -10% | -3% | -7% |
| 5 | COCCn1c(SCC(=O)Nc2cccc(OC)c2)nnc1-c1ccc(Cl)cc1 | 6% | · | -2% | 3% | 0.0 | 1% | -4%[57.1 µM] | -1% |
| 6 | CN(C)CCN1CCN([C@H]2CS(=O)(=O)N[C@@H]2COCc2ccccc2)CC1 | 4% | 0 | · | -28% | 1.8 | 9% | -11% | -16% |
| 7 | CCCCCN1CC(O)=C(c2nc3ccccc3[nH]2)C1=N | 2% | 2 | -1% | 18% | -17 | -14% | 6% | -7% |
| 8 | O=C(CC1SC(N2CCCC2)=NC1=O)Nc1ccc(C(=O)Nc2ccccc2)cc1 (stereo not drawn) | 4% | 4 | 1% | 9% | -1.3 | 5% | 2% | -6% |
| 9 | Cc1cc2c(cc1C)[n+](C)cn2CC(O)COCc1ccccc1 (stereo not drawn) | 10% | · | 1% | -3% | -2.0 | -3% | -1% | -4% |
| 10 | O=C(NCc1ccccc1F)C1CCCN(C(=O)Nc2ccccc2)C1 (stereo not drawn) | -5% | 1 | 0% | 11% | 0.5 | -2% | -4% | 6% |
| 11 | Cc1onc(-c2ccccc2Cl)c1C(=O)N1CCN(S(=O)(=O)c2ccc(F)c(F)c2)CC1 | -7% | -11 | -2% | 10% | -0.2 | -4% | 6% | 3% |
| 12 | CN(CC(=O)Nc1c(Cl)cccc1Cl)C(=O)c1ccc2ccccc2n1 | 1% | -7 | -1% | 2% | -1.6 | 4% | 8% | -10% |
| 13 | Cc1ccsc1C(=O)OCC(=O)NC1CCS(=O)(=O)C1 (stereo not drawn) | -2% | 1 | -4% | -9% | 0.3 | 17% | -6% | -6% |
| 14 | Cc1ccccc1-n1nnnc1SCC(=O)NCC1(N2CCOCC2)CCCCC1 | 16% | -2 | 2% | -1% | -2.7 | -9% | 2% | -5% |
| 15 | CC1Cc2ccccc2N1C(=O)CSc1ncc(-c2ccc(F)cc2)n1C (stereo not drawn) | 5% | 2 | -1% | -7% | -6.3 | ? | -9% | 8% |
| 16 | CCOC(=O)C1CCN(C2CCN(Cc3nc(-c4ccccc4)no3)CC2)CC1 | 4% | -5 | -1% | -2% | -0.2 | 8% | -3% | -5% |
| 17 | Cc1cc2c(SCC(=O)Nc3cccc(O)c3)ncnc2s1 | -13% | -74* | · | -23% | 0.5 | 5% | ? | ? |
| 18 | CC(C)c1ccc(NC(=S)N(C)CCc2ccccn2)cc1 | 11% | 5 | 4% | -6% | -1.1 | -10% | -4% | -6% |
| 19 | CC1=CC(=C2C(=O)c3ccccc3C2=O)C=C(C)N1C | -1% | 1 | -2% | -8% | 1.3 | -6% | -15% | -6% |
| 20 | CCOc1ccc(C(C)=O)cc1N1C(=O)C2C3C=CC(O3)C2C1=O (stereo not drawn) | 6% | · | -1% | 10% | -1.6 | -3% | -10% | 27µM* |
| 21 | Nc1cccnc1S(=O)(=O)c1cccc(C(F)(F)F)c1 | -7% | 1 | · | ? | 0.3 | -19% | -8% | -9% |
| 22 | O=C(CNC(=O)Cc1ccccc1)NCc1cccs1 | 1% | -6 | 2% | 4% | -1.6 | 4% | -1% | 2% |
| 23 | COc1ccc(-c2sc3ccccc3c2-c2cc(OC)ccc2C=O)cc1 | -19% | 12 | · | -21% | 2.0 | ? | 2% | 5% |
| 24 | O=C(c1cc2ccccc2o1)N(C1CC1)C1(C(=O)Nc2ccccc2)CCCC1 | 22% | 4 | 1% | -3% | 0.8 | -13% | -5% | -5% |
| 25 | Cc1ccc(S(=O)(=O)N2[C@H](c3ccccc3)CC(=O)[C@@H]3CN(S(=O)(=O)c4ccccc4C)[C@H](c4ccccc4)C[C@@H]32)cc1 | 11% | 6 | · | -1% | -1.4 | 3% | -6% | -7% |

Single entries from above:
Result of CCOC(=O)C1CCN(C2CCN(Cc3nc(-c4ccccc4)no3)CC2)CC1 under EPAC1 agonist: 4%
Result of O=C(CC1SC(N2CCCC2)=NC1=O)Nc1ccc(C(=O)Nc2ccccc2)cc1 (stereo not drawn) under EPAC1 agonist: 4%

The listing picks up; the 3 compounds before the break are reprinted first.
| no. | molecule | EPAC1 agonist | PI5P4Ka inh | MmCpn inh | EPAC1 antag | CCT modulator | EPAC2 antagonist | WRN helicase inh | PLK1 PBD inh |
| --- | --- | --- | --- | --- | --- | --- | --- | --- | --- |
| 23 | COc1ccc(-c2sc3ccccc3c2-c2cc(OC)ccc2C=O)cc1 | -19% | 12 | · | -21% | 2.0 | ? | 2% | 5% |
| 24 | O=C(c1cc2ccccc2o1)N(C1CC1)C1(C(=O)Nc2ccccc2)CCCC1 | 22% | 4 | 1% | -3% | 0.8 | -13% | -5% | -5% |
| 25 | Cc1ccc(S(=O)(=O)N2[C@H](c3ccccc3)CC(=O)[C@@H]3CN(S(=O)(=O)c4ccccc4C)[C@H](c4ccccc4)C[C@@H]32)cc1 | 11% | 6 | · | -1% | -1.4 | 3% | -6% | -7% |
| 26 | O=C(Nc1ncc(Cc2ccccc2Cl)s1)c1ccc([N+](=O)[O-])cc1 | -1% | 1 | 2% | -12% | 0.3 | -1% | -23%[57.1 µM] | -5% |
| 27 | CC(C)(C)C(=O)C[n+]1cccc(C(N)=O)c1 | 5% | -4 | 1% | -3% | -0.7 | 1% | 10% | 30µM* |
| 28 | CC(C)CNC(=O)c1nc(-c2ccccc2)n(-c2ccccc2)n1 | -6% | 1 | 9% | -2% | -0.6 | -8% | -2% | -4% |
| 29 | O=C(CCCn1nnnc1CN1CCOCC1)N1CCC(c2ccccc2Cl)C1 (stereo not drawn) | -6% | 2 | 1% | -8% | 1.1 | 6% | 5% | 2% |
| 30 | CN(C)CCNC(=O)c1ccc(CS(=O)(=O)c2ccc(Br)cc2)o1 | -9% | -7 | · | -15% | -4.0 | 11% | 3% | -13% |

Shown with two lines to a compound: entries from further up
Second line of a record – EPAC1 agonist, PI5P4Ka inh, MmCpn inh, EPAC1 antag, CCT modulator, EPAC2 antagonist, WRN helicase inh, PLK1 PBD inh
30. CN(C)CCNC(=O)c1ccc(CS(=O)(=O)c2ccc(Br)cc2)o1
 : -9%, -7, ·, -15%, -4.0, 11%, 3%, -13%
28. CC(C)CNC(=O)c1nc(-c2ccccc2)n(-c2ccccc2)n1
 : -6%, 1, 9%, -2%, -0.6, -8%, -2%, -4%
29. O=C(CCCn1nnnc1CN1CCOCC1)N1CCC(c2ccccc2Cl)C1 (stereo not drawn)
 : -6%, 2, 1%, -8%, 1.1, 6%, 5%, 2%
26. O=C(Nc1ncc(Cc2ccccc2Cl)s1)c1ccc([N+](=O)[O-])cc1
 : -1%, 1, 2%, -12%, 0.3, -1%, -23%[57.1 µM], -5%
27. CC(C)(C)C(=O)C[n+]1cccc(C(N)=O)c1
 : 5%, -4, 1%, -3%, -0.7, 1%, 10%, 30µM*

Not all compounds are listed, so the mix of outcomes need not match the whole.
